High-throughput results (PubChem)
NCI-60 one-dose screen, 48 h, at 10 µM unless noted. Numbers give growth in % (100 = growth as untreated, 0 = no growth, -100 = all killed).
MOLT-4 – MOLT-4 leukemia cells; hit rate 6.9% among 80,000
HOP-62 – HOP-62 NSCLC; hit rate 3.9% among 80,000
EKVX – EKVX NSCLC | hit rate 3% among 71,000 | AID 1794765
HOP-92 – HOP-92 NSCLC cells; hit rate 6.3% among 71,000; AID 1794738
RPMI-8226 – RPMI-8226 leukemia cells; hit rate 7.5% among 77,000; AID 1794781
A549/ATCC – A549/ATCC NSCLC; hit rate 3.7% among 81,000; AID 1794740
CCRF-CEM – CCRF-CEM leukemia | AID 1794778 | hit rate 7% among 77,000
M14 – M14 melanoma; hit rate 6.2% among 80,000; AID 1794745
Active calls of the source: *; nt = no result given; & = joins results of further samples; ! = not confirmed by another sample. How the source made its calls: active means growth percent below 10; inactive means the rest.

SMILES	MOLT-4	HOP-62	EKVX	HOP-92	RPMI-8226	A549/ATCC	CCRF-CEM	M14
C=C1C(=O)O[C@H]2[C@H]1CC/C(C(=O)NCCCCCCCCNC(=O)/C1=C/CC[C@@]3(C)O[C@H]3[C@H]3OC(=O)C(=C)[C@@H]3CC1)=C\CC[C@@]1(C)O[C@@H]21	15	109	97	4.3*	34	83	4.8*	83
O=C1/C(=C/c2ccc3c(c2)OCO3)SC(=S)N1C1c2ccccc2Oc2ccccc21	97	98	97	91	106	109	87	94
CCCCCCCCCCCCCCCCNC(=S)N/N=C/c1ccc(Cl)cc1Cl	85	102	98	112	109	93	109	108
O=S1(=O)c2ccccc2NC(c2ccc(Cl)cc2)C1c1ccccc1 (centres undefined)	66	89	99	79	65	100	76	98
COc1ccc(/C(C)=N/Nc2c3ccccc3nc3ccccc23)cc1	93	106	93	99	87	98	92	106
Cc1c(Cn2cc(COc3ccc(C#N)cc3)nn2)c(C)c(Cn2cc(COc3ccc(C#N)cc3)nn2)c(C)c1Cn1cc(COc2ccc(C#N)cc2)nn1	101	90	107	110	103	86	101	99
O=c1nc2oc3ccc4ccccc4c3cc-2s1	25	23	46	14	15	35	14	-33*
Nc1nc2c(s1)CCc1c-2c(Br)n(Cc2ccccc2)c1-c1ccccc1	38	71	nt	100	76	83	31	97
Cc1ccc(S(=O)(=O)n2ccc(-c3ccc(OCCCF)cc3)n2)cc1	73	108	nt	72	73	79	76	95
Cc1cc2c(C(C)C)c(O)c(O)c(C(=O)C(=O)NC3CCCCC3)c2c(O)c1-c1c(C)cc2c(C(C)C)c(O)c(O)c(C(=O)C(=O)NC3CCCCC3)c2c1O	99	91	102	89	90	86	96	98
NN1C(S)N=NC1NNC(=S)Nc1ccc(S(=O)(=O)Nc2ccc(Cl)nn2)cc1 (centres undefined)	106	105	98	95	113	100	107	112
O=c1[nH]c(=S)[nH]c(=O)n1Cc1cccc2ccccc12	100	106	nt	nt	106	100	105	104
O=C1NC(N2CCN(c3ccccn3)CC2)S/C1=C\c1ccc(N2N=C(c3ccccc3)CC2c2ccccc2)cc1 (centres undefined)	89	115	100	113	93	99	89	104
CN1CCc2cccc3c2C1Cc1ccc(O)c(O)c1-3 (centres undefined)	nt	88	75	106	nt	96	38	76
CC(C)c1cc(C(C)C)c(N=Cc2ccccc2)c(C(C)C)c1N=Cc1ccccc1	97	91	99	76	88	94	97	95
COc1ccc(CC(=O)OCCBr)cc1	109	108	110	106	108	102	102	105
COC(=O)[C@]12CC[C@@H](C)[C@H](C)[C@@H]1C1=CC[C@@H]3[C@@]4(C)C[C@@H](O)[C@H](O)[C@@]5(C)COC(=C45)C[C@@]3(C)[C@]1(C)CC2	64	nt	89	nt	nt	70	nt	84
CS(=O)(=O)c1ccc(Nc2nc(N[C@H]3CCCC[C@@H]3N)nc3cc[nH]c(=O)c23)cc1	87	100	75	32	92	77	84	84
CCN(CC)CCCNc1c2c(nc3c(Cl)cccc13)CCCC2	103	94	100	94	110	103	109	104
CCCCCCCCCCCCCC1=NCCN1CCO	-1.7*	59	112	24	21	65	7.2*	2.6*
FC(F)(F)c1ccc(Nc2nnc(-c3ccccc3)o2)cc1	79	96	97	nt	83	79	70	108
O=C1c2cccnc2C(=O)c2c1c(C(=O)OCCN1CCOCC1)c1ccccn21	-16*	-34*	13	9.0*	10	-49*	8.9*	-59*
Cc1nn(-c2ccc(Cl)cc2)c2ncnc(N/N=C/c3ccccc3O)c12	6.4*	10.0*	5.4*!	27&44	12&37	9.5*!	-2.4*	0.3*
CC(C)(C)c1nc2ccccc2[nH]1	99	99	102	86	96	107	94	104
O=C1NN(c2ccccc2)C(c2ccccc2)N2CCC[C@@H]12 (some centres undefined)	101	93	105	100	99	100	99	97
O=C(O)CCCn1cc(COP(=O)(OCc2cn(CCCC(=O)O)nn2)C(c2ccccc2)(c2ccccc2)c2ccccc2)nn1	110	108	115	118	125	99	111	115
CC1(C)CC(Nc2nc3sc4c(c3c(=O)[nH]2)CCCC4)CC(C)(C)N1	73	88	91	51	88	82	86	98
Nc1cc(-c2c[nH]c3ccc(F)cc23)nc2cc(-c3c[nH]c4ccccc34)nn12	-9.7*	1.0*	7.9*	-9.2*	-1.5*	9.8*	-12*	-23*
CC1(C)CC[C@]2(C(=O)O)CC[C@]3(C)C(=CCC4[C@@]5(C)C[C@@H](O)[C@@H]6OC(c7cccc([N+](=O)[O-])c7)OC[C@@]6(C)C5CC[C@]43C)C2C1 (some centres undefined)	48	65	58	69	56	37	44	73
CCOC(=O)C(C#N)=C(C(C)CC)C(C)CC (centres undefined)	87	98	112	99	104	90	94	101
Nc1cc(C(F)(F)F)ccc1F	103	99	103	85	105	105	100	96
CCCC(=O)OCC1OC(n2cnc3c(=S)nc(N)[nH]c32)C(OC(=O)CCC)C1OC(=O)CCC (centres undefined)	0.3*	23	42	11	nt	92	nt	14
CC1(C)CC2=C3C=C[C@@H]4[C@@]5(C)CC[C@H](O[C@@H]6O[C@H](CO)[C@@H](O)[C@H](O)[C@H]6O)C(C)(C)[C@@H]5CC[C@@]4(C)[C@]3(C)CC[C@@]2(C(=O)O)CC1=O	83	85	98	88	93	95	104	95
COc1ccc(/C=C/c2nc(Oc3ccc(-c4ccn[nH]4)cc3)c3ccccc3n2)cc1	93	83	74	72	97	101	104	99
Fc1ccc(-c2cc(-c3nnc(/C=C/c4ccc5c(c4)OCO5)o3)[nH]n2)cc1F	85	108	110	nt	97	104	96	105
COc1ccc2c(c1)NC(=O)CN2c1nc(C)nc2ccccc12	24	29	30	-5.7*	45	21	37	11
C/C=C/Cc1ccccc1O	119	65	101	nt	nt	91	166	96
CCc1ccc(-c2cn3ccnc3c(-c3ccc4ncn(Cc5ccccc5)c4c3)n2)cc1	46	82	60	64	45	55	50	64
COc1ccc(-n2nc3c(c2-c2ccc(OC)c(OC)c2)-c2oncc2CC3)cc1	73	94	93	nt	57	82	50	94
COc1cc2oc(-c3cccc(C(=O)Nc4ccc(C#N)cc4)c3)cc(=O)c2c(OC)c1OC	69	77	116	85	58	88	75	94
CCOCCN(CCOCC)c1ncnc2nc[nH]c12	99	96	101	101	102	94	97	100
O=C(Cn1c(=O)ccn(CCCCCCCCOc2ccc(Br)cc2)c1=O)Nc1ccc(Oc2ccc(Cl)cc2)cc1	48	67	51	22	34	54	55	70
N#CC1(C#N)C(c2cc(=O)[nH]c(=O)[nH]2)OC23CCCCC2C1(C#N)C(=N)O3 (centres undefined)	111	110	106	113	98	114	97	92
COc1ccc(-c2cc(NC(=O)Nc3cccc(C(F)(F)F)c3)no2)cc1	96	87	94	109	98	99	111	102
Fc1cc(C2=NNC(c3ccc[nH]3)C2)ccc1-n1ccc(C(F)(F)F)n1 (centres undefined)	78	80	85	102	0.9*	68	68	96
O=C(/C=C/c1ccc(B(O)O)cc1)/C=C/c1ccc(B(O)O)cc1	51	105	nt	83	-23*	41	25	21
CCCCC1=C(P(=O)(O)O)N[C@H](C(=O)OCC)CS1	99	98	92	103	96	93	95	93
CC1(c2ccccc2)NC(=O)N(CC(=O)Nc2cccc(I)c2)C1=O (centres undefined)	85	77	106	60	74	88	89	102
O=C(Nc1ccc(F)cc1)Nc1ccc(CCO)cc1	102	116	nt	103	108	91	107	117
COc1ccccc1NC(=O)c1nc(-c2cc(OC)c(OC)c(OC)c2)n(-c2ccc(F)c(F)c2)n1	80	77	80	50	72	75	91	89
CC1(C)N=C(N)N=C(N)N1c1ccc(S(=O)(=O)Nc2nccs2)cc1	103	96	102	87	108	96	101	100
NC1=NC2(CCCCC2)N(c2ccc(S(N)(=O)=O)cc2)C(N)=N1	102	98	103	108	111	95	106	102
CSc1nc2nc3c(c(-c4ccccc4)c2c(=O)n1C)CCC/C3=C\c1ccccc1	96	108	98	nt	102	99	91	109
CCOc1ccccc1N1CCC(=O)NC1=S	95	103	104	108	108	104	116	100
O=S1(=O)OCCCO1	112	99	100	97	114	95	100	100
Cc1ccc(/C=C2\CN(C(=O)CCN3CCC(=NO)CC3)C/C(=C\c3ccc(C)cc3)C2=O)cc1	3.3*	47	8.4*	72	-9.8*	51	2.0*	5.6*
Cc1cc(=O)n2nc(-c3cn(C)c4ccccc34)sc2n1	nt	98	103	100	113	96	113	103
CSCCC(NCCC(=O)O)C(=O)O (centres undefined)	98	99	nt	98	119	105	113	103
CCOC(=O)CC(CC(=O)OCC)(OC(C)=O)C(=O)OCC	101	101	nt	92	91	97	104	103
Cc1[nH]c(N=Nc2ccccc2)nc1N=Nc1ccccc1	14	36	21	40	-2.7*	27	-24*	3.5*

(further entries)
SMILES	MOLT-4	HOP-62	EKVX	HOP-92	RPMI-8226	A549/ATCC	CCRF-CEM	M14
CCC(=O)Nc1ncnc2nc[nH]c12	101	116	98	105	107	99	103	98
Cc1cn(-c2cc(NC(=O)c3ccc(C)c(Nc4nccc(-c5cccnc5)n4)c3)cc(C(F)(F)F)c2)cn1	43	47	70	71	38	45	36	8.6*
S=C(SCc1c(Cl)cccc1Cl)N1CCSCC1	97	96	nt	67	92	92	nt	97
Cc1cc(=O)oc2cc(OCc3cn(CC(O)CO)nn3)ccc12 (centres undefined)	99	103	97	111	93	105	92	106
CCC1(C)C(=O)N(Br)C(=O)N1Br (centres undefined)	95	101	nt	105	102	105	96	100
Cc1cc(Cl)ccc1NC(=O)N1CCCCC1	98	109	100	91	109	100	98	115
Cc1oc2nc[nH]c(=O)c2c1C(=O)/C=C/c1ccc(N(C)C)cc1	93	106	89	86	98	93	104	100
O=CN(CCNc1ccccc1)c1ccccc1	104	104	108	157	108	97	100	118
O=CN1N=C(c2cccc(Nc3ccnc4cc(Cl)ccc34)c2)CC1c1ccc(Cl)cc1 (centres undefined)	14	24	49	22	33	34	12	22
O=C1/C(=C/c2ccc(F)cc2)N=C2SCCCN12	98	99	96	110	111	102	126	107
COc1cc(/C=C2N=C(/C=C/c3ccccc3)OC/2=O)cc(OC)c1OC	92	94	nt	104	94	nt	nt	101
CC(=O)OC(C)C(=O)N(Cc1ccccc1)Cc1ccccc1 (centres undefined)	94	88	100	82	88	66	76	107
Cc1nc2ccccc2c(N)c1-c1cc(C)c2c(C)nc3ccccc3c2n1	-51*	58	68	nt	-41*	-75*	-42*	39
Cc1ccc(/C=C2\SC(=S)N(CC(=O)NCCN3CCOCC3)C2=O)cc1	102	112	97	102	104	104	105	108
O=C1NN(c2ccccc2)C(=O)/C1=C\c1ccccc1	96	nt	nt	99	99	96	98	103
Cc1ccc(CN2CCC(C(=O)Nc3ccc(-c4cc5ccccc5[nH]4)cc3)CC2)o1	-4.2*	98	nt	37	20	34	8.9*	42
COc1cc(/C=C2\CCC/C(=C\c3cc(CN4CCCCC4)c(O)c(OC)c3)C2=O)cc(CN2CCCCC2)c1O	50	88	87	47	56	90	46	99
O=C(O)CCCCSc1ncnc2nc[nH]c12	101	97	nt	nt	108	101	101	103
CC(=O)C1=NN(c2ccccc2)C2C3N(c4ccccc4)N=C(C(C)=O)N3c3ccccc3N12 (centres undefined)	86	88	105	83	95	108	104	106
Nc1c(Cl)cc([N+](=O)[O-])cc1Br	105	109	89	75	87	100	104	114
Cc1nn2c(-c3nc4c(C)c(C)ccc4[nH]3)c(-c3ccccc3)nc2s1	92	104	nt	95	103	101	95	99
CCCCn1cnc2c(SCc3ccccc3)nc(N)nc21	10	101	98	nt	nt	96	99	126
CC(=O)c1cc2c(c(O)c1C)C(=O)C(=O)c1c(O)cccc1-2	nt	-79*	-42*	-44*	-32*	-67*	0.8*	-88*
C=C1CCC(=O)C(=C(C)C)c2c(C)cc3c(c21)C(=O)[C@H](C)C3	81	89	95	97	97	75	73	108
COc1ccc(C/C(C)=C(\c2ccc(Cl)cc2)c2ccc(OCCN)cc2)cc1	99	116	103	118	103	103	108	102
O=C(Nc1cc(Cl)cc(Cl)c1)OCCCl	68	103	81	71	73	90	79	97
COc1ccc(NC(=O)CSc2oc(-c3ccccc3)nc2S(=O)(=O)c2ccc(Cl)cc2)c(OC)c1	73	51	75	40	50	49	89	77
NC(=O)c1ccccc1NC(=O)Cn1cc(COc2ccc(C=O)cc2)nn1	91	98	92	99	93	104	99	93

Among those listed so far, 11 have fluorine:
SMILES	MOLT-4	HOP-62	EKVX	HOP-92	RPMI-8226	A549/ATCC	CCRF-CEM	M14
Cc1ccc(S(=O)(=O)n2ccc(-c3ccc(OCCCF)cc3)n2)cc1	73	108	nt	72	73	79	76	95
FC(F)(F)c1ccc(Nc2nnc(-c3ccccc3)o2)cc1	79	96	97	nt	83	79	70	108
Nc1cc(-c2c[nH]c3ccc(F)cc23)nc2cc(-c3c[nH]c4ccccc34)nn12	-9.7*	1.0*	7.9*	-9.2*	-1.5*	9.8*	-12*	-23*
Nc1cc(C(F)(F)F)ccc1F	103	99	103	85	105	105	100	96
Fc1ccc(-c2cc(-c3nnc(/C=C/c4ccc5c(c4)OCO5)o3)[nH]n2)cc1F	85	108	110	nt	97	104	96	105
COc1ccc(-c2cc(NC(=O)Nc3cccc(C(F)(F)F)c3)no2)cc1	96	87	94	109	98	99	111	102
Fc1cc(C2=NNC(c3ccc[nH]3)C2)ccc1-n1ccc(C(F)(F)F)n1 (centres undefined)	78	80	85	102	0.9*	68	68	96
O=C(Nc1ccc(F)cc1)Nc1ccc(CCO)cc1	102	116	nt	103	108	91	107	117
COc1ccccc1NC(=O)c1nc(-c2cc(OC)c(OC)c(OC)c2)n(-c2ccc(F)c(F)c2)n1	80	77	80	50	72	75	91	89
Cc1cn(-c2cc(NC(=O)c3ccc(C)c(Nc4nccc(-c5cccnc5)n4)c3)cc(C(F)(F)F)c2)cn1	43	47	70	71	38	45	36	8.6*
O=C1/C(=C/c2ccc(F)cc2)N=C2SCCCN12	98	99	96	110	111	102	126	107
